IAP activation – activators of mouse IAP, confirmation, biochemical, luminescence, single concentration (AID 434970); activity change, negative = activation, % at 10 µM; purified mouse IAP, CDP-Star luminescence, 30 min; active compounds read low; 11,000 tested, 2.9% active; in the data active = activity change below about -85%;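 also: percent relative to enzyme plus DMSO wells and wells without enzyme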
IAP activation Fold change – recorded beside IAP activation, whose call it bears; activation factor; measured here: IAP activation factor; active compounds read high;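 fold luminescence change scaled to plate control wells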
Starred values were filed as active, the others as inactive. These rows are one share of the data; the hit share may differ from the screen's.

SMILES	IAP activation	IAP activation Fold change
CCc1ccc(NC(=O)CCc2nc3cccnc3n2Cc2ccc(OC)cc2)cc1	-3	1
Oc1ccc(-c2nccc(-c3cccs3)n2)cc1	2	0.98
Cc1ccc(-c2cc(N)n(-c3ccccc3)n2)cc1	2	0.98
CCN(CC)S(=O)(=O)c1ccc(-c2ccc(S(=O)(=O)N(CC)CC)cc2)cc1	1	0.99
Cc1sc2nc(CSc3nc4ccccc4c(=O)n3CCCN3CCOCC3)[nH]c(=O)c2c1C	0	1
CCOC(=O)c1cnc(SCC(=O)Nc2ccccc2C(=O)OC)nc1N	-5	1
O=C1N[C@@H](Cc2ccccc2)C(=O)N2CCCC12 (stereo partly specified)	6	0.94
Cc1ccc(-n2ccnc2SCC(=O)N(CC(C)C)C2CCS(=O)(=O)C2)c(C)c1 (stereo unspecified)	2	0.98
Cc1ccc(C)c(S(=O)(=O)NCc2ccncc2)c1	-7	1.1
COc1cc(NC(=O)NC(C)(C(F)(F)F)C(F)(F)F)cc(OC)c1OC	-34	1.3
O=C(Cn1ccc2ccccc2c1=O)NCC1COc2ccccc2O1 (stereo unspecified)	-2	1
Cc1c(C(=O)c2ccc(Cl)cc2Cl)cnc2cc3c(cc12)OCO3	-1	1
C=CCC(C)(NCc1ccccc1)c1ccco1 (stereo unspecified)	4	0.96
Cc1c(C)n(CC(O)CN2CCCCCC2)c2ccccc12 (stereo unspecified)	6	0.94
S=C(NC1CCCCC1)N(CCc1nc2ccccc2[nH]1)C1CCCC1	-21	1.2
O=S(=O)(c1cccs1)N1CCCc2ccccc21	9	0.91
CCNC(=O)N1C(=O)C2(OCCO2)c2cc(Br)ccc21	-1	1
CCN(CCCNC(=O)CCn1c(=O)[nH]c2ccccc2c1=O)c1cccc(C)c1	3	0.97
O=C(CCCOc1ccccc1)Nc1ccc2c(c1)OCCO2	0	1
CSCC[C@H](NC(=O)C1CCN(S(=O)(=O)c2ccc(C)cc2C)CC1)c1nc2ccccc2[nH]1	-102*	2*

Exported with bars between the fields: 19 of the compounds above
compound | IAP activation | IAP activation Fold change
Oc1ccc(-c2nccc(-c3cccs3)n2)cc1 | 2 | 0.98
Cc1ccc(-c2cc(N)n(-c3ccccc3)n2)cc1 | 2 | 0.98
CCN(CC)S(=O)(=O)c1ccc(-c2ccc(S(=O)(=O)N(CC)CC)cc2)cc1 | 1 | 0.99
Cc1sc2nc(CSc3nc4ccccc4c(=O)n3CCCN3CCOCC3)[nH]c(=O)c2c1C | 0 | 1
CCOC(=O)c1cnc(SCC(=O)Nc2ccccc2C(=O)OC)nc1N | -5 | 1
O=C1N[C@@H](Cc2ccccc2)C(=O)N2CCCC12 (stereo partly specified) | 6 | 0.94
Cc1ccc(-n2ccnc2SCC(=O)N(CC(C)C)C2CCS(=O)(=O)C2)c(C)c1 (stereo unspecified) | 2 | 0.98
Cc1ccc(C)c(S(=O)(=O)NCc2ccncc2)c1 | -7 | 1.1
COc1cc(NC(=O)NC(C)(C(F)(F)F)C(F)(F)F)cc(OC)c1OC | -34 | 1.3
O=C(Cn1ccc2ccccc2c1=O)NCC1COc2ccccc2O1 (stereo unspecified) | -2 | 1
Cc1c(C(=O)c2ccc(Cl)cc2Cl)cnc2cc3c(cc12)OCO3 | -1 | 1
C=CCC(C)(NCc1ccccc1)c1ccco1 (stereo unspecified) | 4 | 0.96
Cc1c(C)n(CC(O)CN2CCCCCC2)c2ccccc12 (stereo unspecified) | 6 | 0.94
S=C(NC1CCCCC1)N(CCc1nc2ccccc2[nH]1)C1CCCC1 | -21 | 1.2
O=S(=O)(c1cccs1)N1CCCc2ccccc21 | 9 | 0.91
CCNC(=O)N1C(=O)C2(OCCO2)c2cc(Br)ccc21 | -1 | 1
CCN(CCCNC(=O)CCn1c(=O)[nH]c2ccccc2c1=O)c1cccc(C)c1 | 3 | 0.97
O=C(CCCOc1ccccc1)Nc1ccc2c(c1)OCCO2 | 0 | 1
CSCC[C@H](NC(=O)C1CCN(S(=O)(=O)c2ccc(C)cc2C)CC1)c1nc2ccccc2[nH]1 | -102* | 2*

The results go on:
SMILES	IAP activation	IAP activation Fold change
O=c1oc2ccccc2c(NC(c2ccccc2)c2ccccc2)c1[N+](=O)[O-]	-6	1.1
CCCC1(C(=O)OCC)NC(c2cc(OC)c(OC)c(OC)c2)C2C(=O)N(CC)C(=O)C21 (stereo unspecified)	4	0.96
O=C(Cn1nnc2ccccc21)N1CCCCC1	4	0.96
CCCCCc1c(C)c(C#N)c2nc3ccccc3n2c1-n1ccnc1C	4	0.96
CCC1CC(C)(C(=O)Nc2ccc(S(N)(=O)=O)cc2)OC1=O (stereo unspecified)	-2	1
COC(=O)c1ccccc1OCCOc1ccccc1C(=O)OC	15	0.85
Cc1ccc(Nc2nc(N)nc(CN3CCN(c4ccccc4F)CC3)n2)cc1	-14	1.1
CCOC(=O)c1c(O)cc(OC)cc1CCc1ccccc1	7	0.93
O=C(CCCc1cccs1)Nc1nc2c(s1)CCCC2	5	0.95
Cc1c(NC(=O)c2cc3nc(-c4ccc(Cl)cc4)cc(C(F)(F)F)n3n2)c(=O)n(-c2ccccc2)n1C	14	0.86
COc1ccc(CNC(=O)C[C@H]2C[C@H](C(=O)N3CCOCC3)[C@@]3(C)c4[nH]c5cc(CCC(=O)N(C)C)ccc5c4CCN3C2=O)cc1OC	-8	1.1
COc1cc2c(=O)n(CCCN3CCOCC3)c(=S)[nH]c2c(OC)c1OC	0	1
COc1ccc(CC(=O)Nc2c3c(nn2-c2cccc(C)c2C)CS(=O)C3)cc1 (stereo unspecified)	6	0.94
Cc1cc(C)cc(-n2c(C)cc(C=C(C#N)C#N)c2C)c1	7	0.93
CCCCn1c(NC(=O)c2ccccc2Cl)c(C#N)c2nc3ccccc3nc21	13	0.87
O=C(CCCNS(=O)(=O)c1cccs1)N1CCN(c2ccc(F)cc2)CC1	7	0.93
Cc1noc(C)c1CSCC(=O)OCC(=O)NC1CCCCC1	-4	1
O=C(c1cccc2ccccc12)n1nnc2ccccc21	-3	1
COc1ccccc1OCCn1c(C(C)O)nc2ccccc21 (stereo unspecified)	-6	1.1
COC(=O)c1ccc(OC(=O)c2ccco2)cc1	2	0.98
CCOC(=O)CSC1=Nc2ccccc2C2=NC(CC(=O)NCc3ccccc3)C(=O)N12 (stereo unspecified)	0	1
Cc1ccc(Nc2nc(CSc3nnnn3C)cs2)cc1	19	0.81
CCN(CC)C(=O)[C@H]1CC(CC(=O)NCc2cccc(C(F)(F)F)c2)C(=O)N2CCc3c([nH]c4ccc(OC)cc34)[C@]12C (stereo partly specified)	-13	1.1
CCOC(=O)c1cn2nc(-c3ccc(OCC)cc3)cc2nc1C1CCN(C(=O)OC(C)(C)C)CC1	3	0.97
COCCn1nnnc1C(c1cc2cc(C)ccc2[nH]c1=O)N1CCCCCC1 (stereo unspecified)	70	0.3
Clc1ccc2nc(C3CCN(Cc4nnnn4C4CCCCC4)CC3)[nH]c2c1	-15	1.1
Cc1ccccc1CN1CCN(S(=O)(=O)c2ccc(F)cc2)CC1	3	0.97
O=C(Cc1cccs1)NCc1ccc2c(c1)OCO2	-2	1
COc1ccc(N(CC(=O)Nc2ccc(Cc3ccncc3)cc2)S(=O)(=O)c2ccccc2)cc1	-73	1.7
COc1ccc(CCNC(=O)C(C)OC(=O)c2ccco2)cc1OC (stereo unspecified)	11	0.89
O=C(CCNS(=O)(=O)c1cccc2nsnc12)Nc1ccc2c(c1)OCCO2	1	0.99
O=C(Cc1cccs1)Nc1nnc(CCc2ccccc2)s1	-15	1.1
CCCCCSc1nc2c(cnn2-c2ccccc2)c(=O)[nH]1	7	0.93
CCN(CC)CCCNC(=O)C1c2cc(OC)c(OC)cc2C(=O)N(C)C1c1cccs1 (stereo unspecified)	-4	1
O=C(N/N=C/c1cc(Cl)cc([N+](=O)[O-])c1O)c1ccc2c(c1)OCO2	68	0.32
Cc1cccc(NC(=O)/C(=C\c2ccco2)NC(=O)c2cccs2)c1	2	0.98
COC(=O)[C@@]1(Cc2ccccc2)[C@H]2C(=O)N(Cc3ccccc3)C(=O)[C@H]2[C@H]2CN=C(SCc3ccc(Cl)cc3)N21	2	0.98
CC(C)N(c1ccccc1)c1ncnc(NCCC(=O)O)c1[N+](=O)[O-]	-10	1.1
Cn1cccc1C(=O)OCc1csc(-c2ccccc2)n1	5	0.95
O=C(Nc1nc2ccc3ccccc3c2s1)c1ccc(N2CCCCC2)c([N+](=O)[O-])c1	7	0.93
O=C(CN1C(=O)c2ccccc2S1(=O)=O)c1ccc(O)c(O)c1	57	0.43
COc1ccc(C(CCN2CCOCC2)c2c(OC)cc(OC)c3c(-c4ccccc4)cc(=O)oc23)cc1 (stereo unspecified)	-7	1.1
CN(Cc1ccccc1)C(=O)CSc1nc2c(c(C(F)(F)F)n1)CCc1ccccc1-2	-2	1
Cc1csc(SCc2ccccc2C(=O)O)n1	5	0.95
COC(=O)c1ccccc1NC(=O)C1CC=CCC1C(=O)O (stereo unspecified)	6	0.94
Cc1[nH]n(-c2ccccc2)c(=O)c1/C=N/n1c(C)nc2ccccc2c1=O	3	0.97
Cc1occc1-c1nnc(SCC(=O)c2ccccc2)n1CC1CCCO1 (stereo unspecified)	12	0.88
C[C@H](CO)N1C[C@H](C)[C@@H](CN(C)C(=O)Nc2ccccc2)Oc2ccc(NC(=O)NC3CCCCC3)cc2C1=O	-47	1.5
COc1cc(CN2c3ccccc3C(=O)CS2(=O)=O)cc(OC)c1	2	0.98
C#CCSc1nc(-c2ccccc2)cc(C(F)(F)F)c1C#N	6	0.94
The listing continues.
SMILES	IAP activation	IAP activation Fold change
COc1ccc(S(=O)(=O)N2CCCC2C(=O)Nn2cnnc2)cc1 (stereo unspecified)	3	0.97
CC(C)CC(NC(=O)C1CCCCC1)C(=O)N1CCN(c2ccccn2)CC1 (stereo unspecified)	-2	1
CCCCC(=O)Nc1cccc(NC(=O)C(C)C)c1	-17	1.2
CC[C@]1(C(=O)OC)[C@H]2C(=O)N(C)C(=O)[C@H]2[C@H]2CN=C(SCc3ccc(Cl)cc3)N21	0	1
OC[C@@H]1[C@@H](c2ccc(F)cc2)C(c2ccccc2)=NN1c1ccccc1	-73	1.7
O=C(Nc1ccc(S(=O)(=O)NCc2ccco2)cc1)c1ccc2ccccc2n1	16	0.84
N#Cc1ccc(OCc2nnc(SCC(=O)N3CCCc4ccccc43)n2-c2ccccc2)cc1	6	0.94
CSc1nc(-c2ccc(C)cc2)nc(C(Cl)Cl)n1	5	0.95
Cc1ccc(C)c(CN2CCC(CNC(=O)Nc3cccc(Cl)c3C)CC2)c1	-147*	2.5*
CC(=O)C1=C(O)C(=O)N(CCc2c[nH]c3ccccc23)C1c1cccc(O)c1 (stereo unspecified)	6	0.94
O=C(Cn1cc(C(F)(F)F)ccc1=O)N1CCN(S(=O)(=O)c2ccccc2)CC1	0	1
CCN(CC)S(=O)(=O)c1ccc(NS(=O)(=O)c2cccc(C)c2)cc1	13	0.87
Nc1nc(-c2ccco2)c(-c2ccco2)s1	69	0.31
O=C(CN(C(=O)Cn1nnc(-c2cccs2)n1)c1ccc2c(c1)OCCO2)NCC1CCCO1 (stereo unspecified)	-4	1
C/C(=C/c1oc2ccc(O)cc2c1[N+](=O)[O-])N(C)C	22	0.78
CCCn1c(-c2nonc2N)nc2ccccc21	7	0.93
COC(=O)c1cccc(N2C(=O)C3CC=CCC3C2=O)c1 (stereo unspecified)	-4	1
COCCN(CCOC)Cc1c(O)ccc2c3c(c(=O)oc12)CCC3	2	0.98
O=C(CC1CCCCC1)NCc1ccccn1	5	0.95
CC(C)NC(=O)c1cc(-c2cccs2)on1	5	0.95
COCC(C)NC(=O)C1CC(c2cccc(Br)c2)=NO1 (stereo unspecified)	6	0.94
O=C(Nc1nc(COc2ccccc2)cs1)C1CCC1	16	0.84
Cc1cc(C)c(C#N)c(SCc2nnc(-c3ccccc3)o2)n1	-14	1.1
COC(=O)Cc1[nH]nc2c1C1(C(=O)N(Cc3ccc(Cl)cc3)c3ccccc31)C(C#N)=C(N)O2 (stereo unspecified)	3	0.97
CCOC(=O)C(NC(=O)Cc1ccccc1)(Nc1cc(C)on1)C(F)(F)F (stereo unspecified)	-1	1
CCOc1ccccc1CNC(=O)c1cc2oc3ccccc3c2n1CC	-2	1
Cc1nnc(Oc2ccccc2F)c2ccccc12	-6	1.1
O=C1c2ccccc2[C@@H]2C[C@H]3O[C@H]3CCN12	0	1
CC(=O)OC1COC(n2ccc3ccccc32)C(OC(C)=O)C1OC(C)=O (stereo unspecified)	0	1
Cc1csc(NC(=O)C(Cc2ccccc2)n2cccc2)n1 (stereo unspecified)	-1	1

The last two records of the section above open the next one:
SMILES	IAP activation	IAP activation Fold change
CC(=O)OC1COC(n2ccc3ccccc32)C(OC(C)=O)C1OC(C)=O (stereo unspecified)	0	1
Cc1csc(NC(=O)C(Cc2ccccc2)n2cccc2)n1 (stereo unspecified)	-1	1
O=C1c2c(O)cc(O)cc2O[C@H](c2ccc(O)c(O)c2)[C@@H]1O	58	0.42
COc1ccc(C2=CC(c3ccc(Cl)cc3)n3cnnc3N2)cc1OC (stereo unspecified)	9	0.91
O=C(O)C1=C(C(=O)Nc2ccc(F)c(Cl)c2)CCCC1	2	0.98
Cc1ccc(C(=O)O)cc1S(=O)(=O)N1CCSCC1	8	0.92
COC(=O)c1[nH]c2cc(OC)ccc2c1NC(=O)CN1CCN(c2cccc(C)c2)C(C)C1 (stereo unspecified)	-1	1
Cc1[nH]nc(N2CCCCC2)c1[N+](=O)[O-]	8	0.92
Cc1nc2nc(SCC(=O)NCc3ccco3)nn2c(C)c1Cc1ccccc1	-9	1.1
Cc1cc2oc(=O)cc(CN3CCC(C)CC3)c2cc1Cl	1	0.99
Nc1ncnc2c1ncn2[C@@H]1O[C@H](CNC(=O)[C@@H]2CCCN2S(=O)(=O)c2ccc(F)cc2)[C@@H](O)[C@H]1O	10	0.9
CC[C@]12c3[nH]c4cc(-c5ccco5)ccc4c3CCN1C(=O)[C@@H](CC(=O)NCc1ccco1)C[C@@H]2C(=O)N1CCN(C(=O)C2CC2)CC1	-23	1.2
